IDE cell inh = inhibits human insulin-degrading enzyme in HEK cells; P14735; AID 434962; inhibition, % at 5.59 µM; FAbetaB cleavage, fluorescence polarization; hit rate 0.41% among 320,000;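 active means percent inhibition above the average of all tested compounds plus 3 SD, set per screening campaign, cut at about 16% in these data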;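 further: IDE supplied by intact live HEK cells; FP after avidin binding of uncleaved biotin substrate so inhibition keeps polarization high; 0% = DMSO wells and 100% = 60 µM reference IDE inhibitor Ii1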
GalR3 antagonist = blocks the human galanin receptor 3 | O60755 | HEK293 GalR3-CNG cAMP membrane potential fluorescence; galR3 body fused to GalR1 C-terminus | inhibition, % at 3 µM | hit rate 0.44% among 360,000;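 active means inhibition above the screen-wide average plus 3 SD, cut at about 13% in these data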;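 further: forskolin and galanin both at EC90 stimulate the cells; cAMP rise reported by CNG channel membrane potential dye signal; 0% = forskolin plus galanin with DMSO and 100% = forskolin alone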
HCV NS3 hel inh = inhibitors of Hepatitis C virus NS3 helicase. NS3 helicase DNA unwinding, Cy5 molecular beacon fluorescence. inhibition, % at 10.9 µM. hit rate 0.56% among 290,000. AID 1800;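 active means inhibition above the mean of all tested compounds plus 3 SD, set per campaign, cut at about 35% in these data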;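 further: 0% = DMSO wells and 100% = thioflavine S control wells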
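System: Hepatitis C virus NS3 helicase domain fragment enzyme | Reagent: Annealed dual-labelled DNA beacon duplex, ATP-started | Compound dosing: 10.9 µM single point, 0.8% DMSO | Incubation: 1 h reaction at 25 °C, ATP-initiated | Technique: Cy5 fluorescence | Evaluation: Percent inhibition from t60/t0 fluorescence ratio | Benchmarks: Low DMSO, high thioflavine S at 110 µM | Replication: Singlicate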
IDE cell activ = activators of human insulin-degrading enzyme in cells. P14735. HEK cells, FAbeta-B cleavage, fluorescence polarization; 0% vehicle, 100% cell-free pure enzyme wells. activation, % at 5.96 µM. hit rate 0.073% among 340,000. AID 493087;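 active means activation above the mean of all tested compounds plus 3 SD, set per screening campaign, cut at about 17% in these data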
pCIP destab = p/CIP protein destabilization | F442A p/CIP-EGFP cells, EGFP fluorescence, 16 h | Q05BA5 | AID 1984 | hit rate 0.01% among 290,000 | decrease of EGFP signal, % at 10 µM;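 active means EGFP signal decrease of at least 30% at 10 µM or well 3 SD below plate mean, unless failing retest; inactive means the rest, including hits failing retest or dose response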; further: some compounds called inactive have numbers as strong as hits; many of its hits are not listed in these tables
CRFR2-BP antag = blocks CRF-induced signaling of the CRF-BP/CRF-R2 complex. HEK293 CRF-R2/CRF-BP, CRF-induced calcium fluorescence. hit rate 0.59% among 350,000. AID 588475. inhibition, % at 11.8 µM;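 active means inhibition of the ligand-induced calcium signal above about 50% at the single tested concentration, limit read from the data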
IMP-1 inh = blocks Pseudomonas aeruginosa IMP-1 metallo-beta-lactamase. AID 1556. purified IMP-1, nitrocefin hydrolysis, epi-absorbance fluorescence. inhibition, % at 5.6 µM. hit rate 0.45% among 290,000;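 active means inhibition above the mean plus 3 SD of all compounds in the same screening run, cut at about 4.5% in these data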;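 further: 0% = IMP-1 with DMSO and 100% = DMSO wells lacking enzyme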
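System – purified recombinant IMP-1 beta-lactamase · Input – IMP-1 dispensed at 0.2 nM · Timing – 15 min preincubation plus 25 min reaction at 25 °C · Signal – Epi-absorbance fluorescence, 480 nm excitation, 530 nm emission · Measure – percent IMP-1 inhibition derived from blank-referenced optical density · Controls – Enzyme-plus-DMSO low control, enzyme-free DMSO high control · Replication – singlicate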
VIM-2 inh = inhibitors of Pseudomonas aeruginosa VIM-2 metallo-beta-lactamase; inhibition, % at 5.6 µM; hit rate 0.89% among 290,000; AID 1527; purified VIM-2, nitrocefin hydrolysis, epi-absorbance fluorescence;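 active means inhibition above the mean of all tested compounds plus 3 SD, cutoff set per screening run, cut at about 7.5% in these data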;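 further: red hydrolysis product quenches plate fluorescence so inhibitors raise well fluorescence; 0% = enzyme with DMSO and 100% = DMSO without enzyme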
SUMO HTRF inh = inhibitors of human SUMOylation (UBC9); P63279; HTRF SUMOylation assay, SAE1/SAE2 + UBC9, in vitro; inhibition, % at 35 µM; hit rate 0.36% among 290,000; in the data active means inhibition above about 50%, passing the limit was not always enough; further: strong numbers were not always called active
* = called active by the depositor; . = no result given.

Values in the order: VIM-2 inh | CRFR2-BP antag | IMP-1 inh | HCV NS3 hel inh | GalR3 antagonist | IDE cell inh | IDE cell activ | pCIP destab | SUMO HTRF inh
- Nc1c(C(=O)Nc2ccc(Cl)c(Cl)c2)sc2nc(-c3cccnc3)ccc12
 : 3.7 | . | -0.5 | 15 | 3 | 1 | . | 7 | 15
- Cc1ccccc1NC(=O)c1cc(S(=O)(=O)N2CCOCC2)cn1C
 : -3.3 | 7 | -1.4 | -7 | . | 2 | 3 | -6 | 13
- CCCCCSc1nc(O)cc(=O)[nH]1
 : -0.6 | -28 | -0.9 | 2 | -1 | 3 | 6 | -3 | 20
- Cc1ccc(C)c(NC(=O)COC(=O)c2ccc[n+]([O-])c2)c1
 : . | 10 | . | . | -1 | 0 | 2 | . | .
- COc1ccc(-n2nc3c(N4CCC(C(=O)NCc5ccccc5)CC4)nnc(C)c3c2C)cc1
 : 0.4 | 37 | -2.7 | -31 | -10 | 2 | 2 | 0 | -21
- Cc1cccc(Cn2cnc3c(NS(C)(=O)=O)c(C)c(C)cc32)c1
 : -3.3 | -11 | -3.5 | -12 | 3 | 6 | 0 | -9 | -6
- O=C(CN1C(=O)c2ccccc2S1(=O)=O)c1ccc(F)c(F)c1
 : -3.9 | -8 | -2.5 | 3 | -3 | 0 | -2 | -4 | 4
- Cc1cc2ccccc2c(=O)n1CC(=O)N(C)c1ccc(F)cc1
 : -3.5 | -14 | -4.0 | -5 | 0 | 2 | 1 | -5 | -2
- CCOCCn1c(=NC(=O)CSCC(=O)Nc2cc(C)on2)sc2cc(OC)ccc21
 : 0.3 | 4 | 1.8 | 20 | -2 | 0 | 2 | 4 | 0
- Cc1nnc(NN2CCOCC2)[nH]c1=O
 : -3.1 | -5 | -1.3 | 14 | -4 | 2 | . | -5 | 1
- COc1cc2ncnc(NCCc3ccccc3)c2cc1OC
 : -6.6 | -10 | -4.9 | -8 | 0 | 5 | -4 | -6 | 3
- O=C(CSc1nnc(-c2ccccc2)c(-c2ccccc2)n1)NC1CCS(=O)(=O)C1 (stereo unspecified)
 : -3.3 | 6 | -2.5 | 9 | -2 | 6 | 3 | 7 | -18
- COc1ccccc1C(=O)NCC(=O)NC(C)CCc1ccccc1 (stereo unspecified)
 : -3.1 | -17 | -2.7 | -4 | -1 | 3 | 0 | -12 | 4
- Cc1ccc(N(C(=O)CNC(=O)c2ccco2)C(C(=O)NCC2CCCO2)c2ccccc2)cc1 (stereo unspecified)
 : -1.9 | -13 | -1.1 | -6 | -3 | 1 | 1 | -9 | -9
- Cc1ccccc1CC(=O)Nc1ccc(S(=O)(=O)N2CCN(C)CC2)cc1
 : 0.2 | -6 | 1.1 | 9 | -1 | -1 | 3 | -11 | 9

Arranged by SMILES length (lowest first): part of the list above
Values in the order: VIM-2 inh | CRFR2-BP antag | IMP-1 inh | HCV NS3 hel inh | GalR3 antagonist | IDE cell inh | IDE cell activ | pCIP destab | SUMO HTRF inh
- CCCCCSc1nc(O)cc(=O)[nH]1
 : -0.6 | -28 | -0.9 | 2 | -1 | 3 | 6 | -3 | 20
- Cc1nnc(NN2CCOCC2)[nH]c1=O
 : -3.1 | -5 | -1.3 | 14 | -4 | 2 | . | -5 | 1
- COc1cc2ncnc(NCCc3ccccc3)c2cc1OC
 : -6.6 | -10 | -4.9 | -8 | 0 | 5 | -4 | -6 | 3
- COc1ccccc1C(=O)NCC(=O)NC(C)CCc1ccccc1 (stereo unspecified)
 : -3.1 | -17 | -2.7 | -4 | -1 | 3 | 0 | -12 | 4
- Cc1cc2ccccc2c(=O)n1CC(=O)N(C)c1ccc(F)cc1
 : -3.5 | -14 | -4.0 | -5 | 0 | 2 | 1 | -5 | -2
- Cc1ccccc1NC(=O)c1cc(S(=O)(=O)N2CCOCC2)cn1C
 : -3.3 | 7 | -1.4 | -7 | . | 2 | 3 | -6 | 13
- O=C(CN1C(=O)c2ccccc2S1(=O)=O)c1ccc(F)c(F)c1
 : -3.9 | -8 | -2.5 | 3 | -3 | 0 | -2 | -4 | 4
- Cc1ccc(C)c(NC(=O)COC(=O)c2ccc[n+]([O-])c2)c1
 : . | 10 | . | . | -1 | 0 | 2 | . | .
- CCOCCn1c(=NC(=O)CSCC(=O)Nc2cc(C)on2)sc2cc(OC)ccc21
 : 0.3 | 4 | 1.8 | 20 | -2 | 0 | 2 | 4 | 0
- O=C(CSc1nnc(-c2ccccc2)c(-c2ccccc2)n1)NC1CCS(=O)(=O)C1 (stereo unspecified)
 : -3.3 | 6 | -2.5 | 9 | -2 | 6 | 3 | 7 | -18
- COc1ccc(-n2nc3c(N4CCC(C(=O)NCc5ccccc5)CC4)nnc(C)c3c2C)cc1
 : 0.4 | 37 | -2.7 | -31 | -10 | 2 | 2 | 0 | -21
- Cc1ccc(N(C(=O)CNC(=O)c2ccco2)C(C(=O)NCC2CCCO2)c2ccccc2)cc1 (stereo unspecified)
 : -1.9 | -13 | -1.1 | -6 | -3 | 1 | 1 | -9 | -9

(next part)
Values in the order: VIM-2 inh | CRFR2-BP antag | IMP-1 inh | HCV NS3 hel inh | GalR3 antagonist | IDE cell inh | IDE cell activ | pCIP destab | SUMO HTRF inh
- Cc1cccc(C)c1N=C1NN=C(c2ccccc2F)CS1
 : -0.6 | 34 | -3.6 | 3 | -3 | -2 | 0 | 4 | -6
- O=C(Cc1cccc(C(F)(F)F)c1)OCC(=O)N1CCN(S(=O)(=O)c2ccc(Cl)cc2)CC1
 : . | 9 | . | . | -4 | 0 | 2 | . | .
- O=C(CCN1C(=O)c2ccccc2S1(=O)=O)NCc1ccco1
 : -4.9 | 13 | -2.2 | 7 | -10 | -2 | 7 | -2 | 34
- O=C(COc1ccc(=O)n(-c2ccccc2)n1)Nc1ccccc1
 : -6.3 | -7 | -3.7 | -6 | . | -3 | 1 | 9 | 7
- O=C(CNC(=O)c1ccc(Cl)cc1)OCCN1C(=O)c2ccccc2C1=O
 : . | -8 | . | . | -6 | 4 | 2 | . | .
- CCC(C)[C@H](NC(=O)Nc1ccc(S(N)(=O)=O)cc1)C(=O)O (stereo partly specified)
 : -0.4 | -15 | -0.2 | -3 | 1 | 3 | 2 | -3 | -3
- COC(=O)C1=C(C(=O)OC)[C@@H]2N(Cc3ccccc3)c3ccccc3[C@@]23C[C@@H](C(=O)OC)N(C(=O)CC(C)C)C3=N1
 : . | 1 | . | . | -7 | 0 | 1 | -3 | -1
- COc1cc(NC(=O)NCC2CCN(Cc3ccccc3C)CC2)cc(OC)c1OC
 : -2.0 | -17 | -3.3 | 2 | -9 | . | -1 | -7 | 20
- COc1ccc2c(CC(=O)N[C@@H](Cc3c[nH]c4ccccc34)C(=O)O)cc(=O)oc2c1
 : 0.9 | 2 | -1.4 | 8 | -3 | 0 | -3 | 2 | 1
- CCOc1ccc(NC(=O)CN(C)C(=O)c2ccc(N3CCCCC3)c([N+](=O)[O-])c2)cc1OCC
 : . | 8 | . | . | -3 | -6 | 1 | . | .
- COc1cccc(-n2c(SCC(=O)NC(C)(C)C)nnc2-c2ccoc2C)c1
 : -0.8 | 8 | -2.9 | -5 | 0 | 1 | -4 | 1 | -4
- CS(=O)(=O)c1ccccc1-c1nc(-c2cc(C(F)(F)F)cc(C(F)(F)F)c2)no1
 : 1.2 | -11 | -1.2 | 15 | -1 | -1 | 0 | -12 | -18
- CCCCOc1cc(C)nc(NCc2ccccc2)n1
 : -3.5 | 17 | -3.8 | -10 | -2 | 9 | 2 | -5 | 26

Screening data as filed in PubChem.
